Source: PubChem
IkB sig inh: inhibitors of IkB signaling in ABC-DLBCL cells. ABC-DLBCL IkBa-CBG/CBR dual luciferase ratio, 4 h; response scale: scaled: untreated 0%, proteasome inhibitor 100%. hit rate 0.04% among 110,000. Potency, µM (top dose mostly 57.1 µM), inactives show at the highest dose IkBa stabilization activation; active = well fitted curve in the direction sought with a large enough effect in the signal ratio, not every such curve was filed as active; inconclusive = small, poorly fitted or top-dose-only effect, or a change in a side signal; the % refers to the signal ratio;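 also: the direction sought is a rising ratio; 0% = basal untreated cells and 100% = reference inhibitor full response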
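Luminescence ratio of IκBα-fused green versus native red beetle luciferase in OCI-Ly3 cells, 4 h post-doxycycline with compound; red signal alone, scaled from basal (0%) to zero light (-100%), flagged nonspecific or cytotoxic effects.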
p53ts 32C kill: kills p53ts cells at the permissive temperature; H1299-p53A138V at 32C, ATP luminescence viability, 24 h; Potency, µM (doses to about 46.1 µM), for inactives: top-dose activity change, negative = cytotoxicity, most hits filed as cytotoxic; hit rate 0.93% among 130,000; AID 924;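 also: 0% = DMSO and -100% = full killing by reference compound; nearly all actives have a fitted effect of over 55% in size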
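H1299-p53 A138V cells (temperature-sensitive p53) exposed 24 h to up to 46 uM compound at 32C, where p53 is wild-type in conformation. Viability read as ATP luminescence and normalised to DMSO and 100 uM tamoxifen. AC50 fitted with the Hill equation.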
Imprint erasure: genomic imprint erasure induction | AID 1948 | Potency, µM (titrated, usually from 60.7 µM), for inactives: at the top dose activity change, positive = activation, hits mostly activators | mouse ES Peg3-LacZ reporter, beta-gal luminescence, 40 h | hit rate 0.02% among 110,000;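 also: 0% = negative control wells on the plate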
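Readout: BetaGlo luminescence (5 min, room temp) for LacZ from the normally silent maternal Peg3 allele in female Peg3LacZ-Neo ES cells. Cells 300/well, 40 h, 37C, 5% CO2. Data normalized per plate to negative controls.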
p53ts 39C kill: p53ts cell cytotoxicity, nonpermissive temperature | H1299-p53A138V viability at 39C, ATP luminescence, 24 h | Potency, µM (doses to about 46.1 µM), for inactives: top-dose activity change, negative = cell killing, actives largely listed as cytotoxic | hit rate 1.5% among 130,000 | AID 902; also: nearly all actives have a fitted effect of over 55% in size
* marks the source's active call; other numbers are inactive results; ? = inconclusive; · = no result given; [ ] = another dose, or the depositor's remark. Unless noted, calls follow the shape of the dose curve; as a rule, active = well fitted curve in the direction sought with a large enough effect; inconclusive = small, poorly fitted or top-dose-only effect, or another doubt; inactive = no such curve, though single readings can be large; an effect the other way counts as inactive or inconclusive. Unless noted, % is scaled to controls: 0 for no effect and ±100 for the full control effect; potency is read from the fitted curve at half-maximal effect.

SMILES	IkB sig inh	p53ts 32C kill	Imprint erasure	p53ts 39C kill
Cc1noc(C)c1C(=O)Nc1c(F)cc(F)cc1Br	-3.2%	1%	-6%	-1%
NC(=O)c1cc(S(=O)(=O)NCc2ccccc2)cs1	-1.1%	1%	-16%[10.9 µM]	21%
CCS(=O)(=O)N1CCCC(C(=O)NC2CCC(C)CC2)C1 (configuration not stated)	-0.8%	2%	13%	1%
CCOC(=O)Nc1ccc2c(c1)N(C(=O)CCN1CCN3CCCC3C1)c1ccccc1CC2 (configuration not stated)	0.9%	-10%	-12%	-4%
Cc1noc(C)c1C(=O)N1CCC2(CCCN(C(c3ccccc3)c3ccccc3)C2)CC1	5.0%[11.4 µM]	-2%	·	-3%
C=CCc1ccccc1OCC(O)CN1CCN(c2ccccc2OC)CC1 (configuration not stated)	1.6%	0%	-15%	-22%
Cc1sc(NC(=O)CSc2nnc(C(C)C)n2C)c(C#N)c1C	·	10%	·	12%
COc1ccc(Cn2c(=O)sc3ccccc32)cc1OC	5.9%	-3%	-23%	-15%
Cc1ccc(C)c(Cn2c(=O)n(CCC(=O)NCc3ccco3)c(=O)c3sccc32)c1	0.7%	5%	-17%	-19%
Cc1cccc(-c2nsc(SCC(=O)N3CCCC3)n2)c1	-2.5%	-29%	-70%[inhibitor]	?
COc1cccc(CNC(=O)CC(c2ccc(F)cc2)N2Cc3ccccc3C2=O)c1 (configuration not stated)	1.0%	-5%	26%[10.9 µM]	?
Cc1cc(C)c(NC(=O)C(C)n2c(=O)c(C(F)(F)F)nc3ccccc32)c(C)c1 (configuration not stated)	-1.2%	2%	-7%[10.9 µM]	-15%
CCOC(=O)CSc1nc2cc(OC)c(OC)cc2c2nc(-c3ccccc3)nn12	-2.2%	4%	8%[10.9 µM]	16%
O=C(NCC1CCCO1)c1cc2n(n1)C(C(F)(F)F)CC(c1ccc(Br)cc1)N2 (configuration not stated)	0.7%	-1%	-9%	0%
CCCc1cnc2c(c1SCC(=O)Nc1ccc(C)c(Cl)c1)c(=O)n(C)c(=O)n2C	?	-2%	-4%[10.9 µM]	4%
CN1C(=O)c2ccccc2Sc2ccc(NC(=O)COc3ccc(F)cc3)cc21	?	31%[activator]	?	-22%
CCOc1ccccc1NC(=O)C1CCC(CNS(=O)(=O)c2ccc3c(c2)CCCC(=O)N3)CC1 (configuration not stated)	?	-6%	-11%[10.9 µM]	12%
O=C(c1cc(-c2ccc(F)cc2)on1)N1CCN(c2ccc(F)cc2)CC1	?	-2%	-4%[10.9 µM]	9%
Cc1nc2ccccn2c1P(=O)(N1CCCCC1)N1CCCCC1	1.9%	12%	-3%	-4%
CCOc1ccccc1N(CC(=O)Nc1ccc(OC)c(Cl)c1)S(=O)(=O)c1ccccc1	-0.3%	10%	-17%[10.9 µM]	-2%
COc1ccc(OC)c(C2C(C(=O)O)c3ccccc3C(=O)N2C)c1 (configuration not stated)	-0.3%	0%	-9%	-3%
CCOC(=O)c1c(C)[nH]c(C)c1S(=O)(=O)N1CCN(c2ccc(Cl)cc2)CC1	-2.7%	1%	-7%[10.9 µM]	1%
COc1ccc(/C=C/C(=O)N2CCC(c3nc4ccccc4o3)CC2)cc1OC	5.8%	-8%	-18%[10.9 µM]	13%
Fc1ccc(Nc2nc(SCc3ccccc3F)nc3ccccc23)cc1	-2.6%	?	-11%[10.9 µM]	?
CCCCNC(=O)CN(c1cccc(Br)c1)S(C)(=O)=O	·	3%	·	6%

Reformatted with bars between the fields: entries from further up.
structure | IkB sig inh | p53ts 32C kill | Imprint erasure | p53ts 39C kill
Cc1noc(C)c1C(=O)Nc1c(F)cc(F)cc1Br | -3.2% | 1% | -6% | -1%
NC(=O)c1cc(S(=O)(=O)NCc2ccccc2)cs1 | -1.1% | 1% | -16%[10.9 µM] | 21%
CCS(=O)(=O)N1CCCC(C(=O)NC2CCC(C)CC2)C1 (configuration not stated) | -0.8% | 2% | 13% | 1%
CCOC(=O)Nc1ccc2c(c1)N(C(=O)CCN1CCN3CCCC3C1)c1ccccc1CC2 (configuration not stated) | 0.9% | -10% | -12% | -4%
Cc1noc(C)c1C(=O)N1CCC2(CCCN(C(c3ccccc3)c3ccccc3)C2)CC1 | 5.0%[11.4 µM] | -2% | · | -3%
C=CCc1ccccc1OCC(O)CN1CCN(c2ccccc2OC)CC1 (configuration not stated) | 1.6% | 0% | -15% | -22%
Cc1sc(NC(=O)CSc2nnc(C(C)C)n2C)c(C#N)c1C | · | 10% | · | 12%
COc1ccc(Cn2c(=O)sc3ccccc32)cc1OC | 5.9% | -3% | -23% | -15%
Cc1ccc(C)c(Cn2c(=O)n(CCC(=O)NCc3ccco3)c(=O)c3sccc32)c1 | 0.7% | 5% | -17% | -19%
Cc1cccc(-c2nsc(SCC(=O)N3CCCC3)n2)c1 | -2.5% | -29% | -70%[inhibitor] | ?
COc1cccc(CNC(=O)CC(c2ccc(F)cc2)N2Cc3ccccc3C2=O)c1 (configuration not stated) | 1.0% | -5% | 26%[10.9 µM] | ?

New compounds follow.
SMILES	IkB sig inh	p53ts 32C kill	Imprint erasure	p53ts 39C kill
CSc1ccc(CCNC(=O)CCc2c(C)nc3c(c(C)nn3-c3ccccc3)c2C)cc1	-0.6%	-3%	7%[10.9 µM]	-7%
Cc1cc(NC(=O)Nc2csc3c2CCCC3)ccc1Br	-1.4%	11%	-9%[10.9 µM]	-13%
COC(=O)c1c(NC(=O)COc2c(C)ccc(C)c2C)sc2c1CCC(C)C2 (configuration not stated)	?	-5%	-7%[10.9 µM]	11%
Cc1cccc(OCC(=O)N(Cc2ccc(C(C)C)cc2)Cc2ccco2)c1C	?	-5%	-15%[10.9 µM]	-28%
CC1=C(C(=O)Nc2ccccc2C)C(c2ccccn2)n2nc(SCc3ccccc3F)nc2N1 (configuration not stated)	2.4%	-14%	2%[10.9 µM]	6.3µM*
c1ccc2c(c1)nnn2Cc1nnc2sc(-c3ccncc3)nn12	-1.9%	9%	2%	8%
COc1cccc(CNC(=O)CCCN2C(=O)CCn3nc(-c4cccn4C)cc32)c1	?	-1%	-9%[10.9 µM]	33%[activator]
CCOC(=O)CC(NC(=O)N1CCC(CN2CCC(C)CC2)CC1)c1ccccc1 (configuration not stated)	?	6%	-11%[10.9 µM]	9%
CC1CCCCN1S(=O)(=O)c1ccc(NC(=O)CSc2nnnn2C)cc1 (configuration not stated)	-4.0%	1%	-7%	-14%
COc1ccc2c(c1)c1c(c(=O)n(-c3cccc(C)c3)c(=O)n1CC(=O)N1CCCC1)n2C	-1.2%	5%	12%[10.9 µM]	5%
CCCCOc1ccc(Nc2nc(C)cc(C)c2C#N)cc1	·	10%	·	11%
O=C(NCCN1CCNCC1)c1ccccn1	2.5%	-8%	-8%	-4%
COC(=O)c1ccc(C)c(NC(=O)CN(c2ccc3c(c2)OCO3)S(C)(=O)=O)c1	1.4%	4%	11%	7%
O=C(C(Cc1ccccc1)n1cccc1)N1CCN(c2ncccn2)CC1 (configuration not stated)	1.9%	24%	-16%	-5%
COc1ccc(CSc2nc(N3CCOCC3)c3c(c2C#N)CC(C)(C)OC3)cc1	0.6%	6%	-19%	-14%
CCCC(=O)NCCCc1nc2ccccc2n1CCC	1.7%	-2%	-12%	-1%
CCCCCCC(=O)Cc1cc(OC)c(OC)cc1C=C(C(=O)OCC)C(=O)OCC	·	-6%[9.22 µM]	·	-7%[9.22 µM]
Cc1ccc2oc(=O)c3cnn(CC(=O)N4CCCc5ccccc54)c3c2c1	0.3%	2%	-6%	-17%
S=c1[nH]nc(CSc2nc3ccccc3s2)o1	-1.8%	-14%	-39%[inhibitor]	0%
CC(C)(N)C(=O)N[C@@H]1C(=O)N2[C@@H]1SC(C)(C)[C@H]2C(=O)O	-0.1%[11.4 µM]	-3%[9.22 µM]	-7%[10.9 µM]	-1%[9.22 µM]
CCOCCCNC(=O)c1cc2c(=O)n3ccccc3nc2s1	-2.0%	-19%	-38%[inhibitor][10.9 µM]	-3%
O=C(NCc1ccco1)C(c1cccs1)N(C(=O)Cc1cccs1)c1ccccc1 (configuration not stated)	?	3%	-12%	-4%
CCCC(=O)Nc1ccc(C(=O)Nc2nnc(COCC)s2)cc1	·	-3%	·	14%
CC(=O)Nc1nc2ccccc2n1CCOc1ccccc1	?	-2%	-13%	-8%
Cc1ccnc(NS(=O)(=O)c2ccc(NC(=O)c3c(-c4ccccc4Cl)noc3C)cc2)n1	·	5%	·	7%

Next results follow:
SMILES	IkB sig inh	p53ts 32C kill	Imprint erasure	p53ts 39C kill
CC(C)c1nc(SCC(=O)Nc2ccc(N3CCOCC3)cc2)c2ccccc2n1	·	-8%	·	-3%
Cc1ccccc1C(=O)Oc1cc(-c2ccc3c(c2)OCO3)cc(=O)c2c(C)oc(C)c12	?	6%	-8%[10.9 µM]	-1%
Cc1cccc(-c2cc3nc4c(c(N5CCC6(CC5)OCCO6)n3n2)CCCC4)c1	?	1%	-4%	-1%
O=S(=O)(c1ccc(Br)cc1)c1nc(-c2ccco2)oc1SCc1ccccc1Cl	5.1%	12%	-15%[10.9 µM]	16%
CCN(CC)CCCNC(=O)C1c2ccccc2C(=O)N1Cc1ccc(C)cc1 (configuration not stated)	1.9%	3%	-9%	4%
CCOCCCNC(=O)c1cn(CC(C)C)c(=O)c2c1c1ccccc1n2C	-1.8%	5%	-3%[10.9 µM]	21%
O=C(Nc1ccc2c(c1)OCCO2)NC1CCCCC1	?	7.9µM*	-61%[inhibitor]	10µM*
CS(=O)(=O)c1ccc(Cn2c3c(c4cc(F)cc(F)c42)CCC[C@H]3CC(=O)O)cc1	?	11%	?	-16%
CC(=O)Nc1cccc(N2C(=O)CC(Cc3ccccc3)C2=O)c1 (configuration not stated)	-0.7%	10%	-13%	7%
Cc1ccccc1N1CC(c2nnc(NC(=O)c3ccco3)s2)CC1=O (configuration not stated)	0.3%	2%	-3%[10.9 µM]	20%
CN1CC(=O)N(CCOc2ccccc2)C1=O	-0.8%	5%	-5%	-1%
CC(=O)N1c2ccc(S(=O)(=O)N3CCCCCC3)cc2CC1C(=O)NCc1ccc(Cl)cc1 (configuration not stated)	-0.4%	8%	?	-2%
COc1ccc(S(=O)(=O)N2CC(O)CC2C(=O)OCC(=O)Nc2ccc(Cl)cn2)cc1 (configuration not stated)	?	-13%	1%	-7%
C#CCSc1nc(-c2cccs2)ccc1C#N	-0.9%	-7%	-26%	-17%
COc1ccc(-n2c3c(cc(-c4nc(-c5ccc(Cl)cc5)cs4)c2=O)C(=O)CC(C)(C)C3)cc1Cl	2.4%	-1%	-3%[10.9 µM]	8%
Cc1cc(C(=O)N2CCN(c3ccccc3)CC2)no1	4.1%	3%	-16%	1%
COc1cc(C2C(C#N)=C(C)NC3=C2C(=O)CC(C)(C)C3)cc(OC)c1O (configuration not stated)	0.5%	3%	-9%	3%
COc1ccc(C(=O)N(CCCO)C(C)C(=O)NC2CCCCC2)cc1OC (configuration not stated)	0.3%	-3%	2%	-3%
CCC(C)(C)n1nnnc1C(c1ccc(C)cc1)N1CCCC1 (configuration not stated)	0.3%	12%	-7%	-11%
O=C1C2=CC[C@H]3C(=O)N(Cc4ccccc4)C(=O)[C@@H]3[C@@H]2[C@H](O)[C@@H]2O[C@H]12	·	16%[9.22 µM]	·	74%[activator][9.22 µM]
Clc1cccc(-n2ncc3c(NCCC4=CCCCC4)ncnc32)c1	-1.4%	4%	-7%[10.9 µM]	-20%
O=C(NCCN1CCOCC1)c1ccc(-n2c(=O)c(=O)[nH]c3ccccc32)cc1	·	7%	·	1%
Cc1ccc2cc(CN(CCCN(C)C)C(=O)NCc3ccccc3)c(=O)[nH]c2c1C	0.6%	-8%	-8%	-5%
O=C(O)/C=C\c1ccc(Cn2ccnc2)cc1	-0.1%[25.6 µM]	-2%[20.6 µM]	0%[16.8 µM]	16%[20.6 µM]
